High-throughput results deposited in PubChem BioAssay by Broad Institute.
PGC1a acetyl inh – modulators of PGC1a acetylation; U2OS PGC1a acetylation, AlphaScreen anti-acetyl-lysine; with virally co-expressed GCN5 acetyltransferase; inhibition, % at 15.6 µM; 0.17% of 350,000 active;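 active = every replicate shows inhibition of at least 40%; inconclusive = mean inhibition at least 40% but some replicate below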;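 note: 0% = neutral control wells and 100% = positive control wells; some results beyond the cut were filed as inactive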
FN deposition inh – fibronectin deposition inhibition. AH1F fibroblasts, Alexa488-fibronectin deposition fluorescence, overnight. inhibition, % at 12.6 µM. 0.086% of 350,000 active. AID 743247;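 active = mean inhibition across replicates of 30% or more, regardless of how many single replicates reach that level; inconclusive = mean under 30% yet at least half of replicates reach 30%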;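 note: positive control wells lacked labelled fibronectin entirely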
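Measured by – fluorescence 485/525 nm · System – AH1F fibroblast monolayer, labelled fibronectin deposition · Amount – 10000 cells per well · Buffer or medium – serum-reduced DMEM (2% serum) · Doses – single dose, pinned · Also added – fluorescent fibronectin at 24 nM final · Schedule – 1 h cell attachment, overnight exposure to compound and label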
EWS-Fli inh – inhibitors of EWS/Fli oncoprotein transcriptional activity | inhibition, % at 12.6 µM | AID 651661 | 0.67% of 350,000 active | A673 NR0B1-luciferase reporter, viability-normalised;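 active = mean inhibition of at least 50% after viability correction, with every replicate also passing that limit; inconclusive = mean reaches 50% but only one of two replicates passes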;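 note: firefly luciferase signal divided by Alamar Blue viability fluorescence both relative to DMSO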
ERAP1 HTS inh – blocks human ERAP1 aminopeptidase activity. Q9NZ08. recombinant ERAP1, Leu-AMC fluorescence, 60 min. inhibition, % at 10.7 µM. 0.15% of 340,000 active;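 active = mean replicate inhibition of at least 30%, or all replicates individually reaching that 30% level; inactive = mean below 30% and not every replicate reaching it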;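 note: 0% = neutral control wells and 100% = L-leucinethiol positive control wells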
Target sequence (Q9NZ08 whole entry, looked up): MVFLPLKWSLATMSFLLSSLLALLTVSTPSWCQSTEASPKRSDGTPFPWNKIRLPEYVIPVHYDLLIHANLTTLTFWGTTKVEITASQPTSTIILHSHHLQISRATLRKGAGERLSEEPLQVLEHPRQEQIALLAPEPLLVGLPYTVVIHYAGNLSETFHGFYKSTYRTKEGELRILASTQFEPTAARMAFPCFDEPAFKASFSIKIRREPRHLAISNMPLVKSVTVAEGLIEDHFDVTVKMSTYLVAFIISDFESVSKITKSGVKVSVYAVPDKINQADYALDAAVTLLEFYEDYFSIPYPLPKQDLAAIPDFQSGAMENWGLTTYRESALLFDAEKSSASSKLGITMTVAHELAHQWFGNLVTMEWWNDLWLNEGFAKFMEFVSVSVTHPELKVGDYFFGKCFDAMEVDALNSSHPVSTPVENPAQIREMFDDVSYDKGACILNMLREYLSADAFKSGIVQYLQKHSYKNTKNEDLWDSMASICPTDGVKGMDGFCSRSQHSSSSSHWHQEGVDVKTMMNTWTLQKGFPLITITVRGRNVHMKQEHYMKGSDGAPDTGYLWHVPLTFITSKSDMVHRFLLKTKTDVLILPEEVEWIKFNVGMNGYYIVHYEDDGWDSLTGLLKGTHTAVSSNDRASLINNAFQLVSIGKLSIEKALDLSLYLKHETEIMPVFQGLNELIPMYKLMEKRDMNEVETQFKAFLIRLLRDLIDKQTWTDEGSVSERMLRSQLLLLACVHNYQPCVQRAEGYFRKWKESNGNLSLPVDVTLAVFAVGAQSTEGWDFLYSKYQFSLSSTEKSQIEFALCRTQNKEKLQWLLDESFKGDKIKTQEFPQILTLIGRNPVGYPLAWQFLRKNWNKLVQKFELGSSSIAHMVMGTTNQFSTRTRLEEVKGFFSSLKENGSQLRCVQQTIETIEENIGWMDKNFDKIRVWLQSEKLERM
PglD DTNB – inhibitors of Campylobacter jejuni PglD acetyltransferase. purified PglD enzyme, DTNB colorimetric CoA detection. inhibition, % at 12.5 µM. 0.098% of 360,000 active; in the data active = inhibition above about 16%, passing the limit was not always enough; inconclusive = no clear call, values can overlap the other calls; note: strong numbers were not always called active
LGR2 inh – Drosophila LGR2 receptor signaling inhibition; HEK293 LGR2, CRE-luciferase, bursicon-stimulated, 4 h; inhibition, % at 9.99 µM; 0.35% of 380,000 active;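 active = drop in luminescence signal, shown as inhibition above about 50% in the replicate tests, limit read from the data, passing the limit was not always enough; inconclusive = probably only some replicates passing the limit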;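 note: agonist challenge used bursicon conditioned medium at about half maximal strength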
PAX8 reporter – lowers PAX8-driven luciferase in RMG-I cells | RMG-I TPO-luciferase reporter, SteadyGlo, 24 h | inhibition, % at 12.6 µM | 1.2% of 360,000 active;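 active = mean replicate inhibition at least 60% with every replicate also reaching 60%; inconclusive = only one of the two criteria is met; inactive = mean below 60% and not all replicates reaching 60%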;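 note: luciferase light reporting Pax8 driven TPO promoter activity; plate controls were median of neutral control wells for no effect and mitoxantrone controls for full effect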
S100A4 inh HTS – inhibitors of human S100A4 binding to myosin IIA peptide; P26447; S100A4/TAMRA-MyoIIA peptide fluorescence polarization; inhibition, % at 10.7 µM; 0.14% of 360,000 active;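 active = mean inhibition of at least 70% across replicates, with every replicate also reaching that level; inconclusive = mean inhibition reaches 70% but some replicates fall short; inactive = mean inhibition below 70%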
Target sequence (P26447 whole entry, looked up): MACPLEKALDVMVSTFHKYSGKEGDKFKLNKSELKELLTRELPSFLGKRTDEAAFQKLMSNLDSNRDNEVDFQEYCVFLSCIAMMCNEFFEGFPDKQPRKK
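System – human S100A4 monomer protein, biochemical binding assay · Buffer or medium – Calcium-containing HEPES buffer, pH 7.2 · Timing – 5 min between mix addition and reading · Also added – TAMRA-labelled myosin IIA heavy-chain peptide probe, 5 nM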
* = called active by the depositor; ? = inconclusive; nt = no result given; & = joins results of further samples. Rows are unselected; overall some 2.1% were active at least once.

mol,PGC1a acetyl inh,FN deposition inh,EWS-Fli inh,ERAP1 HTS inh,PglD DTNB,LGR2 inh,PAX8 reporter,S100A4 inh HTS
Oc1ccc(Nc2ncnc3scc(-c4ccccc4)c23)cc1,23,-11,16,-3,-2,-3,-10,2
COc1ccc2c3c(n(C)c2c1)[C@@H](CO)N(C(=O)c1cccnc1)CC31CN(S(C)(=O)=O)C1,-2,nt,-14,-2,nt,3,nt,2
O=C(Nc1ccc(SC(F)F)cc1)C1CC(=O)N(Cc2ccccc2)C1 (centres undefined),-4,-8,-12,7,0,-15,-87,-3
CC(C)NC(=O)Nc1ccc2c(c1)CC(=O)N([C@H](C)CO)C[C@H](C)[C@@H](CN(C)C(=O)NC1CCCCC1)O2,0,-12,nt,-1,8,-5,-15,-7
C=CCn1cc(C(=O)NCc2ccco2)c(=O)c2cc(S(=O)(=O)N3CCCCCC3)ccc21,18,-5,nt,nt,2,nt,0,nt
N#C[C@H]1N[C@H](CO)[C@H]1c1ccc(C#CC2CCCC2)cc1,5,-2,2,6,2,-4,-193,?
O=C(CN(C(=O)CCC(=O)Nc1nccs1)c1ccccc1F)NCc1ccc2c(c1)OCO2,0,6,2,-3,-1,-8,6,-5
C=CCn1c(SCCC(=O)O)nc2c1c(=O)n(C)c(=O)n2C,nt,nt,7,5,nt,8,nt,-12
NS(=O)(=O)c1ccc(CCNC(=O)C2CCN(c3ncnc4c3nc3n4CCCCC3)CC2)cc1,0,12,3,9,-5,12,-3,-1
O=S(=O)(c1cccs1)N1CCCCN2[C@H](CO)[C@@H](c3ccc(/C=C/c4ccccc4)cc3)[C@@H]2C1,-13,9,-1,1,-1,8,-19,53
CCn1cc(C(=O)O)c(=O)c2ccc(C)nc21,-21,2&-3,-8,0,5,nt,-8,-6&-12
O=C(CNC(=O)c1cccs1)N/N=C/c1cccc(Br)c1,6,nt,-2,1,3,-16,-16,0
Cc1ccc([C@@H]2CC=C(C(=O)O)CN2S(=O)(=O)c2ccc(C)cc2)cc1,nt,-4,-10,3,2,-7,-4,-3
O=C(CSc1nnnn1C1CCCCC1)NCc1ccco1,-2,-6,nt,nt,6,nt,10,nt
O=C(C[C@@H]1CC[C@H](NS(=O)(=O)c2ccc(F)cc2)[C@H](CO)O1)NCCc1ccncc1,7,-3,0,-1,-1,-3,-7,-4
COCC(=O)N1[C@H](CO)[C@@H](c2ccccc2-c2cccc(F)c2)[C@@H]1C#N,2,-8,7,4,nt,-15,-7,5
Cc1cc(O)c(N=Nc2ccc(C(=O)O)cc2)cc1C,50*,-9,8,2,-2,-91,-179,1
COc1ccc([C@H]2CC(=O)C=C(c3cccc(Cl)c3O)C2)cc1OC,nt,4,5,2,-2,-19,-2,1
COc1ccc(CC(=O)OCC(=O)Nc2ccc3[nH]c(=O)[nH]c3c2)cc1OC,1,11,-5,3,-6,15,-28,-4
O=C(NCCc1c[nH]c2ccccc12)C1CCN(S(=O)(=O)c2ccc(F)cc2)CC1,-2,3,22,2,3,6,13,-2
COc1ccccc1C(=O)Nc1ccc2c(c1)C(=O)N(C)[C@@H]1CC[C@@H](CC(=O)NCc3ccc(Cl)c(Cl)c3)O[C@@H]1CO2,-6,-2,-8,-2,0,8,?,-2
CN1C(=O)[C@@]2(O[C@H]3C=CC=CN3C3=C2C(=O)CCC3)c2cccc(Br)c21,nt,6,-2,3,nt,16,7,-8
O=C(N=C1SC2CS(=O)(=O)CC2N1Cc1ccccc1)c1ccccc1 (centres undefined),23,0,10,1,3,0,7,1
COc1ccc(-n2ncc(C(=O)N3CCN(c4ccc(F)cc4)CC3)c2C)cc1,6,4,-3,-2,3,-6,12,0
Cc1cc(C)c(OCCOCCN2CCNCC2)c(C)c1,-6,2,nt,nt,5,nt,16,nt
CCc1ccc(CN(C)C(=O)c2cc(COc3cccc4cnccc34)on2)cc1,nt,-13,nt,1,-1,-11,35,-15
CCCN1[C@@H]2c3ccc(/C=C/c4ccccc4)c(=O)n3C[C@@H]2[C@@H](CO)[C@@H]1C(=O)N(C)C,nt,nt,-4,1,4,3,nt,-58
Cc1ccc(NC(=O)CSc2nc3c(c(=O)[nH]2)CCC3)c(C)c1,0,5,nt,-6,-3,-3,-4,3
CCc1ccc(NC(=O)c2ccc3c(c2)C(=O)N(Cc2ccco2)C3=O)cc1,0,9,2,2,-3,-2,14,2
Cc1noc(C)c1NC(=O)N(C)C[C@@H]1Oc2ccc(NC(=O)NC(C)C)cc2C(=O)N([C@H](C)CO)C[C@@H]1C,-6,nt,-1,-1,1,-8,-40,13
O=C(NCc1ccccc1)c1onc(CSc2ccc(Cl)cc2)c1C(=O)NCC1CC1,nt,-10,-4,-2,-1,-4,-17,6
C/C=C/c1ccc(OCCCCOc2c(OC)cccc2OC)c(OC)c1,-4,6,-13,0,-2,15,2,3
Cc1ccc(Cn2c(Sc3nccc(C)n3)nc3c2c(=O)[nH]c(=O)n3C)cc1,16,-1,nt,nt,0,nt,3,nt
C[C@@H]1CCCCO[C@H](CN(C)C(=O)Nc2cccc3ccccc23)[C@@H](C)CN([C@H](C)CO)C(=O)c2cc(NS(=O)(=O)c3cn(C)cn3)ccc2O1,1,nt,1,nt,1,11,1,nt
CC(=O)NC(CC(=O)Nc1ccc(S(=O)(=O)Nc2nccs2)cc1)c1ccccc1 (centres undefined),10,5,5,1,0,5,8,-1
CN1CCN(C(=O)C[C@@H]2CC[C@H]3[C@H](COc4ccc(NC(=O)c5ccc(F)c(F)c5)cc4C(=O)N3C)O2)CC1,-6,-9,2,1,1,-8,0,-31
Cc1nonc1NC(=O)CSc1nc(C23CC4CC(CC(C4)C2)C3)nc2ccccc12,4,4,-2,1,3,13,-8,7
O=c1oc(CCCO)cc2ccc(Br)cc12,9,3,6,1,-2,-3,-23,1
CCc1ccc(NC2=NCC(=O)N2c2ccc3c(c2)OCCO3)cc1,8,nt,nt,4,1,-32,nt,-3
COc1cc(NC(=O)N2CCc3nc(Nc4cc(Cl)cc(Cl)c4)ncc3C2)cc(OC)c1OC,nt,4,5,17,-6,4,-11,0
COc1ccc(CC2NCCC3=CC(=O)CCC32)cc1O (centres undefined),nt,3,3,0,1,8,2,-2
CSc1ccccc1OCc1cc(C(=O)N2CCC[C@H]2C(N)=O)no1,-14,-3,-2,3,-1,26,-13,2
COC(=O)C[C@@H]1C[C@@H]2c3cc(N(C)C)ccc3O[C@@H]2[C@H](CO)O1,-1,-5,3,0,0,nt,8,-5
COc1cc(NC(=O)c2ccccc2Cl)c2ncccc2c1,-32,7,58*,0,-4,-12,27,-2
Cc1ccccc1NC(=O)NCC1CCN(C(=O)OC(C)(C)C)CC1,-7,0,7,0,nt,-6,7,5

An excerpt from above in order of count of non-hydrogen atoms, low to high.
mol,PGC1a acetyl inh,FN deposition inh,EWS-Fli inh,ERAP1 HTS inh,PglD DTNB,LGR2 inh,PAX8 reporter,S100A4 inh HTS
CCn1cc(C(=O)O)c(=O)c2ccc(C)nc21,-21,2&-3,-8,0,5,nt,-8,-6&-12
COc1ccc(CC2NCCC3=CC(=O)CCC32)cc1O (centres undefined),nt,3,3,0,1,8,2,-2
COc1cc(NC(=O)c2ccccc2Cl)c2ncccc2c1,-32,7,58*,0,-4,-12,27,-2
CSc1ccccc1OCc1cc(C(=O)N2CCC[C@H]2C(N)=O)no1,-14,-3,-2,3,-1,26,-13,2
CN1C(=O)[C@@]2(O[C@H]3C=CC=CN3C3=C2C(=O)CCC3)c2cccc(Br)c21,nt,6,-2,3,nt,16,7,-8
C/C=C/c1ccc(OCCCCOc2c(OC)cccc2OC)c(OC)c1,-4,6,-13,0,-2,15,2,3
Cc1ccc(Cn2c(Sc3nccc(C)n3)nc3c2c(=O)[nH]c(=O)n3C)cc1,16,-1,nt,nt,0,nt,3,nt
COc1ccc(-n2ncc(C(=O)N3CCN(c4ccc(F)cc4)CC3)c2C)cc1,6,4,-3,-2,3,-6,12,0
CCc1ccc(CN(C)C(=O)c2cc(COc3cccc4cnccc34)on2)cc1,nt,-13,nt,1,-1,-11,35,-15
Cc1nonc1NC(=O)CSc1nc(C23CC4CC(CC(C4)C2)C3)nc2ccccc12,4,4,-2,1,3,13,-8,7
C=CCn1cc(C(=O)NCc2ccco2)c(=O)c2cc(S(=O)(=O)N3CCCCCC3)ccc21,18,-5,nt,nt,2,nt,0,nt
COc1cc(NC(=O)N2CCc3nc(Nc4cc(Cl)cc(Cl)c4)ncc3C2)cc(OC)c1OC,nt,4,5,17,-6,4,-11,0
NS(=O)(=O)c1ccc(CCNC(=O)C2CCN(c3ncnc4c3nc3n4CCCCC3)CC2)cc1,0,12,3,9,-5,12,-3,-1
Cc1noc(C)c1NC(=O)N(C)C[C@@H]1Oc2ccc(NC(=O)NC(C)C)cc2C(=O)N([C@H](C)CO)C[C@@H]1C,-6,nt,-1,-1,1,-8,-40,13
CN1CCN(C(=O)C[C@@H]2CC[C@H]3[C@H](COc4ccc(NC(=O)c5ccc(F)c(F)c5)cc4C(=O)N3C)O2)CC1,-6,-9,2,1,1,-8,0,-31
COc1ccccc1C(=O)Nc1ccc2c(c1)C(=O)N(C)[C@@H]1CC[C@@H](CC(=O)NCc3ccc(Cl)c(Cl)c3)O[C@@H]1CO2,-6,-2,-8,-2,0,8,?,-2
C[C@@H]1CCCCO[C@H](CN(C)C(=O)Nc2cccc3ccccc23)[C@@H](C)CN([C@H](C)CO)C(=O)c2cc(NS(=O)(=O)c3cn(C)cn3)ccc2O1,1,nt,1,nt,1,11,1,nt

New compounds follow:
mol,PGC1a acetyl inh,FN deposition inh,EWS-Fli inh,ERAP1 HTS inh,PglD DTNB,LGR2 inh,PAX8 reporter,S100A4 inh HTS
O=C(Cc1ccncc1)NCC[C@@H]1CC[C@H](NC(=O)Nc2cccc(F)c2)[C@H](CO)O1,-11,1,1,-2,2,2,0,24
C=CCn1c(CCC)nc2ccccc21,nt,-5,9,6,nt,8,1,8
CCN(CC)C(=O)COc1coc(CN2CCN(c3ccccc3F)CC2)cc1=O,-7,6,nt,-1,-8,4,-5,-5
Cc1ccccc1NC(=O)N1CCCN(c2ccc(C#N)cn2)CC1,-10,5,4,1,4,3,-2,33
CCOc1ccccc1N1CCN(C(=O)c2ccc3[nH]c(C)c(C)c3c2)CC1,9,0,56*,2,-3,7,42,5
Cc1cccc(NC(=O)c2cnn(C)c2)c1C,nt,4,2,-2,nt,-13,-29,1
Cc1ccc(CNC(=O)C(=O)NCC2OCCCN2S(=O)(=O)c2ccc(F)cc2)cc1 (centres undefined),-7,13,0,3,-4,9,2,11
CCOC(=O)C1=C(CN2CC(C)CC(C)C2)NC(=O)NC1c1ccc2c(c1)OCO2 (centres undefined),nt,nt,-2,3,nt,43,25,0
CCC(=O)N[C@H]1CC[C@H](CC(=O)NCC2CCCCC2)O[C@H]1CO,-2,nt,1,-2,1,-8,7,1
COC(=O)c1ccc2nc(-c3cccc(Cl)c3)c(Cc3ccccc3)n2c1,nt,6,18,0,nt,-2,-5,0
